BAP1 inh: blocks human BAP1 ubiquitin-AMC hydrolysis. recombinant BAP1, Ub-AMC hydrolysis fluorescence kinetic; stronger effect = lower value. activity remaining (% of control), % at 20 µM. hit rate 0.48% among 72,000;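 active means activity remaining at or below 50% of control, provided the compound also passes the data quality filters; inactive means the rest, including low values that fail the filters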;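 further: 100% = DMSO wells rate and 0% = substrate alone blank rate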
Target sequence (Q92560 whole entry, looked up): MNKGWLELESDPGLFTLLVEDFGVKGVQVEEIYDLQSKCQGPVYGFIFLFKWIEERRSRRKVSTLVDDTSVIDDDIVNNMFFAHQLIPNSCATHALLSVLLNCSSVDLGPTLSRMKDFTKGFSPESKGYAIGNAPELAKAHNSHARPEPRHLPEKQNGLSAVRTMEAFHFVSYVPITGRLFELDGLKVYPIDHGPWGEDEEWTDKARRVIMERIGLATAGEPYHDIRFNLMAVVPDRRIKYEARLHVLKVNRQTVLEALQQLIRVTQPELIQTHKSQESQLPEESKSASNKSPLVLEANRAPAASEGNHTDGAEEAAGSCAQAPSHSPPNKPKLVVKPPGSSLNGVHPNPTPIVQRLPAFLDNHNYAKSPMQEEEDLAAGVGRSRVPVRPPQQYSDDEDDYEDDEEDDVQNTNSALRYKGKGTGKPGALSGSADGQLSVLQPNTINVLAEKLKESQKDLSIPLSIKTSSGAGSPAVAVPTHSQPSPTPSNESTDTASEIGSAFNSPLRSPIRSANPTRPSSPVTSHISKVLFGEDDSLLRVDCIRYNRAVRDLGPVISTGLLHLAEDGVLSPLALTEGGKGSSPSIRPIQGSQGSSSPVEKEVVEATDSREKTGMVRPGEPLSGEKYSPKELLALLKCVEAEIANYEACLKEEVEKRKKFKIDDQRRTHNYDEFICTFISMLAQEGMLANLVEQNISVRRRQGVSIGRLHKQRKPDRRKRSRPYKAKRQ
HePTP inhibitor: inhibitors of human HePTP phosphatase; P35236; recombinant HePTP phosphatase activity, OD absorbance; inhibition, % at 20 µM; hit rate 0.64% among 110,000; AID 521; in the data active means inhibition above about 50%;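 further: plate controls were vehicle for no effect and reference inhibitor for full effect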
Target sequence (P35236 whole entry, looked up): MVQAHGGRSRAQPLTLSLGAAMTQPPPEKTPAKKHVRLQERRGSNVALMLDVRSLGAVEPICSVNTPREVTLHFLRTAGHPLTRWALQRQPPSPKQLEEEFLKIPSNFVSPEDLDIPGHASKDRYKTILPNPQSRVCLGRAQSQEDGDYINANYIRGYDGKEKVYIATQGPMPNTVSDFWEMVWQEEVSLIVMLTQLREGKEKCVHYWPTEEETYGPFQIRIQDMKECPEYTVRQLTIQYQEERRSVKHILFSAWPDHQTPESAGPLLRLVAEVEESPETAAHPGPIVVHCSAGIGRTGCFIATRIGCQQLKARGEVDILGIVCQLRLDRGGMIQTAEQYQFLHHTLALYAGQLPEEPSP
* = called active by the depositor; & = joins results of further samples.

`O=C(Nc1ccc(S(=O)(=O)Nc2nccs2)cc1)c1ccc2ccccc2c1` gave HePTP inhibitor 6.4.
CC(C)c1ccccc1OCC(=O)Nc1cccc(C(=O)O)c1 was read as HePTP inhibitor -0.5.
For CCCNC(=O)CS(=O)(=O)Cc1nc(-c2ccccc2C)oc1C the results were BAP1 inh 95.7 and HePTP inhibitor -6.1.
COc1ccc(-c2cc(C(=O)Nc3ccccc3I)c3ccccc3n2)cc1 was read as HePTP inhibitor -4.1.
For C=CCC1(C#N)C(=S)NC2=C(C(=O)CC(C)(C)C2)C1c1ccccc1 (stereo not drawn) the results were HePTP inhibitor -8.0.
For O=c1[nH]c2c(c3c1CCCC3)CCCC2 the results were BAP1 inh 111.5 and HePTP inhibitor 4.0.
For O=C(CN1C(=O)/C(=C/c2ccccc2)SC1=S)Nc1nccs1 the results were HePTP inhibitor 2.8.
`O=C(O)CSCC(NC(=S)Nc1ccccc1)C(=O)O` (stereo not drawn) gave HePTP inhibitor -17.9.
For CC(C)OC(=O)CSc1nnc(-c2ccco2)n1N the results were BAP1 inh 93.0 and HePTP inhibitor -0.4.
`COc1ccc(NC2=CC(=O)CC(c3ccco3)C2)cc1OC` (stereo not drawn) gave HePTP inhibitor 12.1.
`CC1=C/C(=N\N=C2\NC(=O)C(CC(=O)Nc3ccccc3F)S2)CC(C)(C)C1` (stereo not drawn) gave HePTP inhibitor 6.8.
`CCCOc1ccc(C2NC(=O)N(C)C(C)=C2C(=O)OCC)cc1OC` (stereo not drawn) gave HePTP inhibitor 3.9.
COc1cc(CN2CC(C)OC(C)C2)cc(OC)c1 (stereo not drawn) was read as BAP1 inh 101.8 and HePTP inhibitor 8.9.
CCn1c2ccccc2c2cc(CN3CCN(C(=O)c4cccs4)CC3)ccc21 was read as HePTP inhibitor -17.0.
Screening Cc1cc(C(=O)CN(Cc2ccc(F)cc2)S(=O)(=O)c2ccc3c(c2)OCCO3)c(C)n1C returned HePTP inhibitor 3.1.
For COc1ccc(NC(=O)C2CCN(C(=O)NCc3ccccc3)CC2)cc1 the results were BAP1 inh 103.2 and HePTP inhibitor -1.6.
Screening CN1CCN(c2oc(-c3ccco3)nc2S(=O)(=O)c2ccccc2)CC1 returned BAP1 inh 94.0 and HePTP inhibitor 4.8.
For CC(C)CN(CC(C)C)C(=O)C12CCC(C)(C(=O)C1)C2(C)C (stereo not drawn) the results were BAP1 inh 132.6 and HePTP inhibitor -9.3.
CC(C)(C)C(=O)NC1CCN(S(=O)(=O)c2ccccc2F)CC1 was read as BAP1 inh 94.2 and HePTP inhibitor 3.6.
CCOC(=O)N1CCN(C(=O)c2cc(S(=O)(=O)N3CCCC3)cn2C)CC1 was read as BAP1 inh 97.8 and HePTP inhibitor 7.3.
For CCOc1ccc(C(O)c2nccn2Cc2ccccc2)cc1 (stereo not drawn) the results were BAP1 inh 107.4 and HePTP inhibitor 6.9.
For CCc1ncc(C(O)c2cccc(OC)c2OC)n1C (stereo not drawn) the results were BAP1 inh 79.6 and HePTP inhibitor 11.5&-14.2.
`Cc1ccc(-n2c(C)cc(/C=C3\NC(=S)NC3=O)c2C)cc1C` gave HePTP inhibitor 4.6.
For Cc1ccc(N(CC(=O)NCc2ccccc2C)S(C)(=O)=O)cc1 the results were HePTP inhibitor 19.5.
Cc1ccc(-c2nn(C)c(=O)c3ccccc23)cc1CNC(=O)CSc1nc2ccccc2o1 was read as BAP1 inh 119.0 and HePTP inhibitor 9.9.
COc1cc(/C=C2\SC(=S)NC2=O)cc(Br)c1OCc1c(C)no[n+]1[O-] was read as HePTP inhibitor -10.3.
Screening Cc1c(OC(C)C)ccc2c(-c3ccccc3)cc(=O)oc12 returned HePTP inhibitor -5.3.
`COc1ccc(C2CC(C(F)(F)F)n3nc(C(=O)Nc4cccc(Cl)c4)c(Cl)c3N2)cc1OC` (stereo not drawn) gave BAP1 inh 60.9.
For CCc1cn([C@H]2C[C@H](O)[C@@H](CO)O2)c(=O)[nH]c1=O the results were BAP1 inh 112.5 and HePTP inhibitor 11.5.
`O=C(CSC1CC(=O)N(c2cc(Cl)cc(Cl)c2)C1=O)Nc1ccc(Br)cc1` (stereo not drawn) gave HePTP inhibitor 2.1.
`CCOC(=O)N1CCN(c2cc(N3CCOCC3)c(F)cc2[N+](=O)[O-])CC1` gave HePTP inhibitor -10.9.
Screening O=C(NCc1ccc2c(c1)OCO2)c1cccc(C(=O)NCc2ccc3c(c2)OCO3)c1 returned BAP1 inh 83.9 and HePTP inhibitor 11.7.
`c1ccc(-c2ccccc2-c2nc(-c3cccnc3)no2)cc1` gave BAP1 inh 86.8 and HePTP inhibitor 5.1.
COC(=O)CN(C#N)c1nc(OC)nc(N(C)C)n1 was read as BAP1 inh 100.4 and HePTP inhibitor 5.3.
For CCOC(=O)c1c(NC(=O)CN(CC)CC)sc2c1CCC2 the results were BAP1 inh 62.8 and HePTP inhibitor -0.1.
For Cc1ccc(NC(=O)c2ccccc2C(=O)O)c([N+](=O)[O-])c1 the results were HePTP inhibitor -12.1.
Screening CC(=O)c1cccc(NC(=O)CN(c2ccc(C)cc2)S(=O)(=O)c2cccc3nonc23)c1 returned BAP1 inh 74.1 and HePTP inhibitor 6.7.
COc1ccccc1-n1c(O)c(C=Nc2ccc(C)cc2)c(=O)[nH]c1=O was read as HePTP inhibitor -2.2.
`O=c1c2ccccc2nc(SCc2cn3ccsc3n2)n1-c1ccccc1F` gave BAP1 inh 86.1 and HePTP inhibitor 1.4.
COc1ccc(C(=O)Nc2nc(-c3ccc(F)cc3)cs2)cc1OC was read as HePTP inhibitor -14.6.
For COc1cccc(-c2csc(N3CCN(Cc4ccccc4)CC3)n2)c1 the results were BAP1 inh 66.8 and HePTP inhibitor 4.4.
Screening Cc1cc(C=C2C(=O)NC(=O)NC2=O)c(C)n1-c1ccc(Cl)cc1 returned HePTP inhibitor -18.1.
O=C(O)c1ccc(N2C(=O)C3C4C=CC(C4)C3C2=O)cc1 (stereo not drawn) was read as BAP1 inh 94.5.
`Cn1c(=O)[nH]c(=O)c2c1nc(OC(=O)c1ccccc1)n2CC(O)COc1ccc(F)cc1` (stereo not drawn) gave BAP1 inh 85.8 and HePTP inhibitor -1.2.
Screening O=C(CN(c1cccc(Br)c1)S(=O)(=O)c1ccccc1)Nc1ccccc1Cl returned HePTP inhibitor -11.0.
Screening COc1ccc(/C=C/C(=O)NCCSCc2ccc(Cl)cc2)cc1OC returned HePTP inhibitor -1.3.
Cc1ccc(-n2[nH]c(=O)c(/C=C3\C=Nc4ccccc43)c2O)cc1 was read as HePTP inhibitor 94.1*.
`CCOC(=O)CSc1nc2sc3c(c2c(=O)n1Cc1ccccc1)CCc1ccccc1-3` gave HePTP inhibitor 11.3.
For O=C1NC(=O)N(c2ccc(Cl)cc2)C(=O)/C1=C/c1cc(Br)c(O)c([N+](=O)[O-])c1 the results were HePTP inhibitor 8.4.
Cn1c(=O)c2c3c(sc2n2c(SCC(=O)c4ccc(Br)cc4)nnc12)CCC3 was read as HePTP inhibitor 8.3.

Ordered by molar mass (lowest first): part of the list above
`Cn1c(=O)[nH]c(=O)c2c1nc(OC(=O)c1ccccc1)n2CC(O)COc1ccc(F)cc1` (stereo not drawn) gave BAP1 inh 85.8 and HePTP inhibitor -1.2.
Cn1c(=O)c2c3c(sc2n2c(SCC(=O)c4ccc(Br)cc4)nnc12)CCC3 was read as HePTP inhibitor 8.3.
Screening O=C(CN(c1cccc(Br)c1)S(=O)(=O)c1ccccc1)Nc1ccccc1Cl returned HePTP inhibitor -11.0.

Continued.
Screening CC(C)CC(=O)N1CCN(Cc2cccn2C)CC1 returned HePTP inhibitor 5.8.
O=C(O)CCN(CCC(=O)O)S(=O)(=O)c1ccccc1 was read as BAP1 inh 94.1 and HePTP inhibitor 9.8.
For CC(CCC(=O)Nc1ccc(F)cc1)CC(=O)Nc1ccc(F)cc1 (stereo not drawn) the results were HePTP inhibitor 8.5.
O=C(OC(C(=O)NCC1CCCO1)c1ccccc1F)c1ccco1 (stereo not drawn) was read as BAP1 inh 95.7 and HePTP inhibitor 8.3.
`Cc1ccccc1C(=O)NNC(=O)c1cccc([N+](=O)[O-])c1` gave HePTP inhibitor -7.3.
`COC(=O)COc1nc(C)c(Br)c(OC)n1` gave BAP1 inh 127.8 and HePTP inhibitor -4.6.
`Cc1ccc(NCc2nnc(SCC(=O)c3ccccc3)n2Cc2ccco2)c(C)c1` gave BAP1 inh 79.7 and HePTP inhibitor 4.8.
`CCOC(=O)CN1CC23C=CC(O2)C(C(=O)N2CCN(c4ccc(F)cc4)CC2)C3C1=O` (stereo not drawn) gave BAP1 inh 102.5 and HePTP inhibitor 8.2.
`O=C(Cn1cc2c(n1)CCCCC2)N1CCc2ccccc2C1` gave BAP1 inh 86.1 and HePTP inhibitor 1.7.
CCOC(=O)c1c(NC(=O)CN2CCN(C)CC2)sc2c1CCC2 was read as HePTP inhibitor 5.1.

As a short view, part of the list above:
Screening CC(C)CC(=O)N1CCN(Cc2cccn2C)CC1 returned HePTP inhibitor 5.8.
O=C(O)CCN(CCC(=O)O)S(=O)(=O)c1ccccc1 was read as BAP1 inh 94.1 and HePTP inhibitor 9.8.
For CC(CCC(=O)Nc1ccc(F)cc1)CC(=O)Nc1ccc(F)cc1 (stereo not drawn) the results were HePTP inhibitor 8.5.
O=C(OC(C(=O)NCC1CCCO1)c1ccccc1F)c1ccco1 (stereo not drawn) was read as BAP1 inh 95.7 and HePTP inhibitor 8.3.
`Cc1ccccc1C(=O)NNC(=O)c1cccc([N+](=O)[O-])c1` gave HePTP inhibitor -7.3.
`COC(=O)COc1nc(C)c(Br)c(OC)n1` gave BAP1 inh 127.8 and HePTP inhibitor -4.6.

(list continues)
`Cc1ccccc1N1C(=O)c2cccc3c(N4CCCCC4)ccc(c23)C1=O` gave HePTP inhibitor 0.3.
Screening COc1ccc(CN2CCN(C(=O)c3cccc(Cl)c3)CC2)cc1 returned HePTP inhibitor -5.2.
O=C(CN(C1CC1)S(=O)(=O)c1ccc(S(=O)(=O)N2CCCCCC2)cc1)Nc1ccccc1 was read as BAP1 inh 80.0 and HePTP inhibitor -1.2.
O=P(COCC1CCCO1)(c1ccccc1)c1ccccc1 (stereo not drawn) was read as HePTP inhibitor -5.3.
For O=C1c2cccc3cccc(c23)C(=O)N1CCN1CCCCC1 the results were BAP1 inh 58.9.
`O=C(NC(=S)Nc1cccc(NC(=O)c2ccccc2Cl)c1)c1ccco1` gave HePTP inhibitor -4.1.
`CC1CCCCN1C(=O)Cn1c(=O)n(CCC(=O)NCc2ccco2)c(=O)c2sccc21` (stereo not drawn) gave BAP1 inh 100.8 and HePTP inhibitor 3.0.
`COc1cccc(OC)c1C(=O)N1CCN(c2ccccn2)CC1` gave BAP1 inh 93.1 and HePTP inhibitor 5.6.
For CCCOC(=O)NC(CC)COC(=O)Nc1cc(C)ccc1C (stereo not drawn) the results were BAP1 inh 106.5 and HePTP inhibitor 11.2.
For CCOC(=O)c1c(C)oc2ccc(NS(=O)(=O)c3ccc4c5c(cccc35)C(=O)N4)cc12 the results were HePTP inhibitor 12.7.
COc1ccc(/C=C/C(=O)Nc2scc(-c3cccs3)c2C(=O)O)cc1OC was read as HePTP inhibitor 2.2.
For O=C(Nc1nccs1)C1CCCN1S(=O)(=O)c1ccc(Cl)cc1 (stereo not drawn) the results were BAP1 inh 123.0 and HePTP inhibitor 10.5.
CCCc1nc2ccccc2n1Cc1ccccc1 was read as BAP1 inh 91.4 and HePTP inhibitor 8.8.
For Cc1ccsc1/C=N/n1cnc2sc(C)c(C)c2c1=O the results were BAP1 inh 80.4 and HePTP inhibitor 10.4.
Cc1cc(C)c2nc3s/c(=C\c4ccc(Cl)cc4)c(=O)n3c2c1 was read as HePTP inhibitor 7.7.
Screening CC1CN(c2nc3c(c(=O)n(C)c(=O)n3C)n2Cc2c(Cl)cccc2Cl)CC(C)O1 (stereo not drawn) returned BAP1 inh 86.8 and HePTP inhibitor 3.1.
COc1ccc(C2c3c(n(C)c(=O)n(C)c3=O)N=C3c4ccccc4C(=O)C32)cc1OC (stereo not drawn) was read as HePTP inhibitor -0.4.
CCn1c(SCC(=O)c2ccc(O)c(O)c2)nnc1-c1ccccc1OC was read as BAP1 inh 81.6 and HePTP inhibitor -3.1.
CC(C)CCn1c(SCC#N)nc2c(sc3ccccc32)c1=O was read as BAP1 inh 176.0 and HePTP inhibitor -0.1.
COc1ccc(C2CC(C(F)(F)F)n3nc(C(=O)NCCc4ccccc4)c(Cl)c3N2)cc1 (stereo not drawn) was read as BAP1 inh 59.6.
Screening CCS(=O)(=O)N1CCC(C(=O)N2CCN(c3ccccc3)CC2)CC1 returned BAP1 inh 78.4 and HePTP inhibitor 4.8.
`Cc1ccc(C(CCN)c2ccco2)cc1` (stereo not drawn) gave BAP1 inh 90.5 and HePTP inhibitor -4.3.
For Cc1nccc2[nH]c(=O)c(C(=O)NCCCN(C)C3CCCCC3)cc12 the results were BAP1 inh 97.2 and HePTP inhibitor 2.8.
Screening O=C(Nc1ccc2c(c1)nc1n2CCOC1)C1CCCCC1 returned BAP1 inh 94.6 and HePTP inhibitor -10.6.
`CC1CN(C(=O)c2cnn3c(C(F)F)cc(-c4ccccc4)nc23)CC(C)O1` (stereo not drawn) gave BAP1 inh 100.8 and HePTP inhibitor 2.8.
`CCN(CC)C(=O)COc1ccc(C=O)cc1OC` gave HePTP inhibitor 2.7.
`CCN(CC)S(=O)(=O)c1ccc(NC(=O)c2ccccn2)cc1` gave BAP1 inh 114.1 and HePTP inhibitor -3.0.
`C=CCOC(=O)C1CC=CCC1C(=O)Oc1ccc(F)cc1F` (stereo not drawn) gave BAP1 inh 95.5 and HePTP inhibitor 3.7.
For Cc1cc(/C=N/NC(N)=O)c(C)n1C1CCCCC1 the results were HePTP inhibitor 9.7.
For O=C(Nc1ccc(NC(=O)c2ccc(Cl)cc2Cl)cc1)c1ccccc1O the results were HePTP inhibitor 8.7.
`CCOC(=O)N1CCC(=C(C#N)C(=O)Nc2cc(OC)ccc2OC)CC1` gave BAP1 inh 89.8 and HePTP inhibitor 2.2.
`Cc1ccc2nc(NC(=O)COC(=O)c3ccco3)sc2c1` gave BAP1 inh 92.3 and HePTP inhibitor -1.3.
